# Assay outcomes from PubChem.
# CCHF vOTU inh: blocks the CCHF virus ovarian tumor domain protease | CCHFV vOTU protease, Pep-AMC fluorescence | inhibition, % at 11.5 µM | 0.55% of 370,000 active; in the data active means inhibition above about 30%; further: 0% = vehicle wells with enzyme and 100% = no enzyme wells
# TcdB GH inh: blocks C. difficile toxin B glycohydrolase activity; inhibition, % at 9.99 µM; 0.24% of 350,000 active; P18177; TcdB glycohydrolase enzymatic assay, plate reader; in the data active means inhibition above about 10%
# SSB-PriA inh: K. pneumoniae PriA-SSBct interaction inhibition. 0.6% of 430,000 active. AlphaScreen SSBct-PriA binding, biotinylated peptide. inhibition, % at 33 µM; in the data active means inhibition mostly above about 37%, no sharp cut-off; inactive means mostly below about 20%;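 further: plate controls were negative control peptide for no effect and reference peptide for full effect; strong numbers were not always called active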
# Yp Topo-I inh: Y. pestis Topo-I inhibition via cleavage products; Y. pestis Topo-I cleavage product accumulation, plate reader; activity, % at 10 µM; 0.064% of 360,000 active; in the data active means activity above about 50%, passing the limit was not always enough; further: inactives centre near 2
# PrPC TRFRET: cell surface PrPC inhibition, primary TR-FRET screen | P04156 | TR-FRET read-out | inhibition, % at 13.8 µM | 0.43% of 370,000 active | AID 720596; in the data active means inhibition above about 24%; further: 0% = median of the test wells and 100% = reference compound wells
# DUSP3 inh: inhibitors of human VHR1 phosphatase (DUSP3) | P51452 | recombinant VHR phosphatase, pNPP absorbance | inhibition, % at 13.3 µM | 0.52% of 290,000 active; in the data active means inhibition above about 50%; further: some compounds called inactive have numbers as strong as hits
# Target sequence (P51452 whole entry, looked up): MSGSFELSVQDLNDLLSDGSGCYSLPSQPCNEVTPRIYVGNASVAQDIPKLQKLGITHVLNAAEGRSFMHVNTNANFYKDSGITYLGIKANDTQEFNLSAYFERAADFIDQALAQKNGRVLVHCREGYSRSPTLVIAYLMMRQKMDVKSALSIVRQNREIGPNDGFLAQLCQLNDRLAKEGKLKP
# MazEF act: activators of E. coli MazEF toxin-antitoxin RNase | P0AE70 | activation, % at 20 µM | 0.32% of 350,000 active | AID 504720 | FAM/BHQ RNA-DNA oligo cleavage fluorescence, 5 h; in the data active means activation above about 50%
# Target sequence (P0AE70 whole entry, looked up): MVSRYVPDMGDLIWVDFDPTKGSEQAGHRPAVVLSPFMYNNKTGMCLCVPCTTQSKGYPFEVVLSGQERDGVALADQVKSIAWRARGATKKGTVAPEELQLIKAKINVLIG
# Rv3671c protease: Rv3671c (M. tuberculosis) protease inhibition | 0.048% of 320,000 active | inhibition, % at 5.96 µM | P9WHR9; in the data active means inhibition above about 38%;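 further: extracellular domain of Rv3671c used as enzyme; 0% = enzyme with DMSO and 100% = no enzyme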
# Target sequence (P9WHR9 whole entry, looked up, the tested form may be a part): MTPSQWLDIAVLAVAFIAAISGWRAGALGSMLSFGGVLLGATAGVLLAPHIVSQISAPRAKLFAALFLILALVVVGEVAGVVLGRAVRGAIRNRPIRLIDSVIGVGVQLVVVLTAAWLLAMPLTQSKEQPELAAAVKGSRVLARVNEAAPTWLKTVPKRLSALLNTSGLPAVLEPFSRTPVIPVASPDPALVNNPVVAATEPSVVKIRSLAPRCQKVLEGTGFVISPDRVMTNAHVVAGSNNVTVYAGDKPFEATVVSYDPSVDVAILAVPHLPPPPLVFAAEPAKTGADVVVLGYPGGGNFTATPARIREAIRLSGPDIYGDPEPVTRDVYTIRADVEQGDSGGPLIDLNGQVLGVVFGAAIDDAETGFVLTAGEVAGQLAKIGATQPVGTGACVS
# Vc quorum ag: inducers of Vibrio cholerae quorum light production without autoinducers | V. cholerae BH1578 lux reporter, luminescence, 6 h | activation, % at 18.7 µM | 0.16% of 350,000 active | AID 588436; in the data active means activation mostly above about 9.7%, no sharp cut-off; further: not every result past the cut was called active; inactives centre near 0; reference of the scale not given here
# SARS 3CLpro inh: SARS-CoV 3CLpro protease inhibition | recombinant SARS-CoV 3CLpro, quenched FRET peptide cleavage | inhibition, % at 6 µM | 0.14% of 290,000 active; in the data active means inhibition above about 12%
# Active calls of the source: *; i = inactive; . = not tested or not shown; & = joins results of further samples. The list is partial (hit frequency here may not be typical).
mol	CCHF vOTU inh	TcdB GH inh	SSB-PriA inh	Yp Topo-I inh	PrPC TRFRET	DUSP3 inh	MazEF act	Rv3671c protease	Vc quorum ag	SARS 3CLpro inh
CC1CCCC(C)N1CCNC(=O)CCc1nnc2n(Cc3ccccc3)c(=O)c3ccccc3n12 (stereo unspecified)	-4	1.5	0	1	-7	37	11	-6	-0.2	2
O=C(COC(=O)Cc1ccc(Br)cc1)NC12CC3CC(CC(C3)C1)C2	5	.	-6	27	11	0	-8	-5	10	5
O=C(Nc1ccccc1O)c1ccc2c(c1)C(=O)N(N1C(=O)c3ccccc3C1=O)C2=O	-2	0.1	-6	-5	0	8	0	3	0.4	-2
CC(=O)Nc1ccc(S(=O)(=O)Oc2ccc(C(=S)N3CCC(O)CC3)cc2)cc1	-16	.	-3	-10	4	-13	3	-6	-0.1	10
COC(=O)/C(=C1/Oc2cc3c(cc2S1)OCO3)C(F)(F)F	-9	3.5	4	3	-4	-1	-23	-7	-0.4	-3
CCc1nnc(NC(=O)CSc2nnc(-c3ccccc3OC)n2-c2ccc(C)cc2)s1	11	.	-4	31	8	2	5	4	i	-1
COCCNC(=O)c1c(CSc2ccc(F)cc2)noc1C(=O)NCc1ccccc1	-1	1.2	-9	6	-1	2	8	-1	-0.5	2
C=CCn1c(C2CC2)n[nH]c1=S	11	-0.1	-8	12	-3	26	2	-7	-0.1	3
O=C(NCCC1=CCCCC1)c1cccc(S(=O)(=O)N2CCCCC2)c1	9	-0.3	-10	-1	5	.	9	1	-1.0	.
O=C(O)CCN(CCC(=O)O)c1nnc(SCc2ccccc2)s1	4	.	-10	-7	1	4	5	5	i	-1
NC(=O)C1CCN(CC(=O)Nc2nccs2)CC1	-10	1.0	-13	1	-5	-4	11	-7	i	2
CN(C)C(=O)c1cc(C(=O)c2ccc(C(F)(F)F)cc2F)c[nH]1	10	0.6	-2	13	-1	6	7	1	-0.1	3
Cc1ccc(-c2[nH]ncc2CN2CCN(C(=O)c3cccs3)CC2)cc1C	-1	-0.1	0	12	2	23	1	-8	-0.8	3
Cc1ccc(S(=O)(=O)NC(=NCC(=O)O)c2ccccc2)cc1	-1	.	-19	7	2	22	-2	-21	i	2
C=CCSc1ncccc1C(=O)NCCc1ccccc1	-21	0.9	-11	-7	0	44	-3	-7	0.4	0
Cc1oc(-c2ccccc2F)nc1CS(=O)(=O)CC(=O)NCCCN1CC(C)CC(C)C1 (stereo unspecified)	4	-1.8	-1	-2	-9	10	-15	13	i	0
CC(=O)c1c(C)[nH]c(C(=O)OC2CCOC2=O)c1C (stereo unspecified)	-9	.	-5	0	2	-13	6	-2	.	0
CCOC(=O)c1cccc(NC(=O)CSc2nnc(-c3ccncc3)n2CCCOC)c1	2	.	-14	-2	-6	17	3	-4	-0.4	4
COc1ccc(CC(NC(C)=O)C(=O)NC2CCN(C(=O)c3ccccc3F)CC2)cc1 (stereo unspecified)	17	-9.8	-1	-5	2	2	8	8	-0.3	2
O=C(NCC1CCCO1)c1ccc(Oc2ccc([N+](=O)[O-])cc2)cc1 (stereo unspecified)	-7	1.7	-1	-6	-15	23	1	1	i	1
COC(=O)c1ccc(CNC(=O)C2CCC(=O)N(CCN3CCOCC3)C2)cc1 (stereo unspecified)	7	-0.9	-12	6	3	0	-9	.	i	-5
Cc1cccc(NC(=O)CSc2nnc(CNC(=O)c3ccco3)o2)c1	-2	0.2	2	0	2	10	3	5	-0.3	-1
CCn1c(C)c2c(C)nnc(C)c2c1C	-2	0.6	-13	4	7	10	-2	-7	.	-6
O=C1CN(C(=S)NC(=O)c2ccc(-c3ccccc3)cc2)CCN1	3	0.0	-9	3	5	6	8	-4	i	0
O=C(Nc1ccnn1C1CCN(C/C=C/c2ccccc2)CC1)c1cccc(F)c1	13	-1.0	5	10	-7	-14	0	2	i	4
CCc1nc2ccccc2c(C(=O)NCc2ccccc2)c1C	-10	1.1	-8	2	-1	6	0	4	-0.2	2
O=C(/C=C/c1ccc(Cl)cc1)NC(=S)Nc1ccc(CN2CCOCC2)cc1	8	0.8	5	14	7	20	3	-6	-0.4	-3
S=c1[nH]nc(CCCc2n[nH]c(=S)o2)o1	-9	1.4	-2	-1	-2	18	6	6	-0.7	3
CCOc1ccccc1N1C(=O)c2ccc(C(=O)Nc3cccnc3)cc2C1=O	1	-0.4	-9	7	3	45	13	-8	.	-6
N#Cc1cccc(C(=O)Nc2ccc(S(=O)(=O)Nc3nccs3)cc2)c1	5	1.9	-3	-1	-6	.	-15	-11	-2.0	.
COc1ccc(N(C)C(=O)CCC(=O)Nc2ccc3nc(N4CCOCC4)cc(C)c3c2)c(OC)c1	-51	.	-6	10	-2	8	-8	-6	2.2	-4
CCc1cc(-c2nnn(CCC3COCCO3)c2CC)cc(CC)c1-c1cn(CCc2c[nH]c3ccccc23)nn1 (stereo unspecified)	-8	1.2	.	21	2	.	-2	.	-0.5	.
COc1ccc(C2OC(=O)CC2C(=O)NC2CCCC(C)C2C)cc1OC (stereo unspecified)	5	.	-15	-7	-2	13	1	2	i	3
O=C(N/N=C/c1ccco1)c1ccc(OCc2ccccc2)cc1	11	-0.7	i	10	10	3	3	0	-0.4	9
O=C(CSc1ccc2c(c1)OCCO2)N1CCN(c2ccccc2)CC1	1	-3.2	3	14	2	.	4	-8	-0.3	.
CCOC(=O)c1sc(NC(=O)COc2ccc3c(c2)OCO3)nc1C	3	0.5	-1	-4	3	15	7	4	0.0	0
O=C(Oc1ccccc1)c1ccc(COC(=O)c2cnccn2)cc1	0	.	-10	16	4	-4	-6	4	-0.7	2
Cc1ccc(NC(=O)/C(=C/c2cccs2)NC(=O)c2ccco2)c(C)c1	-1	0.0	-13	-4	-6	13	7	-8	i	2
Cc1ccc(CNCc2ccc3c(c2)OCO3)c(C)c1	-8	0.0	-5	1	-5	-1	11	8	-0.8	2
CCOC(=O)C(=O)N(C)c1c(CC)nc2c(OCc3ccccc3OC)cccn12	13	1.3	.	8	6	.	.	.	-1.2	.
O=C1CN(CC(=O)Nc2ccc(Cl)cc2)CCN1	10	.	-24	6	-7	16	-1	1	-2.0	3
CCOC(=O)N(C)c1c(CC)nc2c(OCCOc3ccccc3)cccn12	-3	0.8	.	14	-1	.	.	.	6.4	.
CCOC(=O)C1=C(C)NC(C)=C(C(=O)OCC)C1c1ccc([N+](=O)[O-])s1	12&11	0.0&-0.1	26	12&-3	-2&5	36	-1&-19	2	-5.0&-0.1	3
COC(=O)c1ccc(CSc2nnc3ccccn23)o1	-4	.	-7	-1	0	7	3	3	-5.0	-8
CS(=O)(=O)N1CCC(NC(=O)Nc2ccc(OC(F)(F)F)cc2)CC1	-2	1.1	2	-3	0	.	3	-6	i	.
O=C(COC(=O)C1=COCCO1)Nc1ccc(F)cc1	8	1.7	4	7	-7	.	-1	-1	i	.
CC(C)(C)NC(=O)CN(C(=O)C1CSC(=O)C1)c1ccccc1F (stereo unspecified)	-6	-0.3	-1	-11	-4	36	9	-1	-0.5	5
CC1(C)Cc2nc3n[nH]c(N)c3cc2CO1	7	.	0	-4	0	-13	-12	-2	i	3
CC(OC(=O)c1cccs1)C(=O)NCC1CCCO1 (stereo unspecified)	-2	.	-16	3	11	17	6	8	3.3	1
CCc1ccc(C(=O)NC(CC(C)C)C(=O)O)cc1 (stereo unspecified)	-14	.	-12	-6	-6	-12	-2	-8	i	5

# Shown with values under each structure: entries from further up
# Each structure is followed by: CCHF vOTU inh, TcdB GH inh, SSB-PriA inh, Yp Topo-I inh, PrPC TRFRET, DUSP3 inh, MazEF act, Rv3671c protease, Vc quorum ag, SARS 3CLpro inh
- COc1ccc(N(C)C(=O)CCC(=O)Nc2ccc3nc(N4CCOCC4)cc(C)c3c2)c(OC)c1
 : -51, ., -6, 10, -2, 8, -8, -6, 2.2, -4
- CC(C)(C)NC(=O)CN(C(=O)C1CSC(=O)C1)c1ccccc1F (stereo unspecified)
 : -6, -0.3, -1, -11, -4, 36, 9, -1, -0.5, 5
- CCOc1ccccc1N1C(=O)c2ccc(C(=O)Nc3cccnc3)cc2C1=O
 : 1, -0.4, -9, 7, 3, 45, 13, -8, ., -6

# The list goes on.
mol	CCHF vOTU inh	TcdB GH inh	SSB-PriA inh	Yp Topo-I inh	PrPC TRFRET	DUSP3 inh	MazEF act	Rv3671c protease	Vc quorum ag	SARS 3CLpro inh
Cc1oc2c(CN3CCOCC3)c(O)ccc2c(=O)c1-c1ccc(Cl)cc1	-51	-0.3	2	24	4	22	6	0	i	1
CC(=O)c1sc(NC(=O)CCc2ccccc2)nc1C	12	0.5	-26	16	8	.	1	.	-5.8	.
COc1ccc(-c2ccc3c(c2)S(=O)(=O)c2cccc(C(=O)NCCOc4ccccc4Cl)c2C3=O)cc1OC	6	1.9	-15	-8	9	.	-28	-8	1.5	.
c1ccc(CN2CCCC3(CCCN(Cc4nc(CC5CC5)no4)C3)C2)cc1 (stereo unspecified)	20	1.2	-15	5	-5	18	-3	7	-0.5	-5
O=C(c1ccccc1)C(Nc1ccccn1)c1ccccc1 (stereo unspecified)	12	1.3	-2	1	3	2	5	-8	i	-2
O=C(NCCc1c[nH]c2ccccc12)c1cccc(Br)c1	8	-0.6	-1	0	8	.	-4	-3	i	3
COc1ccc(-c2cc3nc4ccccc4n3c(N)c2C#N)cc1	-43	0.6	-15	2	-5	100	-1	-18	-0.1	0
C[C@@H]1CN([C@@H](C)CO)S(=O)(=O)c2ccc(-c3ccc(C(=O)N(C)C)cc3)cc2O[C@@H]1CN(C)Cc1ccccc1C(=O)O	2	0.5&0.4	.	-2	-7	.	3	.	-0.4	.
Cc1ccc(NC(=O)C2CC(=O)N(c3ccc4c5c(cccc35)CC4)C2)cc1 (stereo unspecified)	12	.	11	13	2	30	5	-16	-0.4	0
O=C(NC1CCN(C(=S)Nc2ccc(F)cc2)CC1)C1CCCCC1	6	0.2	-1	-2	-8	25	3	5	-0.3	4
CC(C)CCn1c(SCC(N)=O)nc2c1c(=O)n(C)c(=O)n2C	-1	2.9	-13	-2	7	29	-15	-1	-0.1	1
Cc1c(NC(C)c2ccccc2O)c(=O)n(-c2ccccc2)n1C (stereo unspecified)	5	-11	-18	-6	7	-16	4	-2	0.0	-4
CN1CCN(CC(C)(C)NS(=O)(=O)c2ccc(Cl)cc2)CC1	-15	.	-17	6	4	21	6	-1	i	2
O=C(CCC(=O)Nc1ccccc1)N/N=C/c1ccncc1	8	1.4	.	-5	8	.	3	8	-0.3	.
CC(=O)c1csc(-c2ccccc2)n1	9	3.5	-12	4	-6	38	-30	8	-1.5	-1
Cc1ccccc1C1=Nn2c(nnc2-c2ccco2)SC1	-10	2.9	-3	2	4	-7	6	5	0.2	-2
O=C(NCc1ccccn1)c1ccc(Cl)c(S(=O)(=O)N2CCCCCC2)c1	2	-0.1	5	23	3	12	-1	-7	i	-4
COc1cc(N=Cc2c(O)c3ccccc3oc2=O)c(OC)cc1Cl	3	1.2	9	-6	3	10	221*	-9	-0.5	-1
CCN(CC)S(=O)(=O)c1cc(NC(=O)C(CC(C)C)NC(N)=O)ccc1C (stereo unspecified)	8	4.5	1	-2	-4	2	5	-5	i	0
COc1ccc(S(=O)(=O)N2CCCCC2C(=O)O)cc1 (stereo unspecified)	-5	-2.3	-9	6	5	4	-2	-2	-1.8	3
COc1ccc(CC(=O)Nc2cc(S(=O)(=O)N3CCCC3)ccc2Cl)c(OC)c1	7	0.4	-1	35	8	.	4	-8	-0.6	.
Cn1c(N)c(C(=O)COC(=O)Cn2cc(C(F)(F)F)ccc2=O)c(=O)n(C)c1=O	-3	.	2	2	-3	22	7	-1	i	3
CCOc1cc(C2C3=C(CC(C)(C)CC3=O)N(CCOC)C3=C2C(=O)CC(C)(C)C3)ccc1O	-15	-2.4	13	-13	0	38	-1	1	-0.4	-1
COC(=O)c1cc(S(=O)(=O)NCc2ccccc2Cl)c[nH]1	.	.	-1	-6	.	13	7	-11	-0.2	-4
